Compound activity: PubChem, several laboratories
Vif imaging – blocks HIV Vif function. AID 602346. HEK293T cells, Vif self-association by quenched fluorescence, imaging, 24 h. inhibition, % at 7.49 µM. hit rate 0.35% among 340,000; in the data active = inhibition above about 50%, passing the limit was not always enough; inconclusive = no clear call, values can overlap the other calls; inactive = below about 31%; note: some results filed as inactive read as strong as hits
H9c2 protect – modulators protecting cardiomyocytes from myocardial damage; H9c2 cardiomyocytes, H2O2 injury protection, ATPLite, 2 h; protection from H2O2 cell death, % at 20 µM; hit rate 0.63% among 360,000;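 active = compounds giving at least 50% protection of heart cells from peroxide-induced death in the single-dose screen, raw or plate-pattern-corrected value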;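 note: 0% = DMSO wells with peroxide and 100% = DMSO wells without peroxide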
MC4R ag barr – agonists of human melanocortin 4 receptor (MC4R) beta-arrestin | P32245 | U2OS MC4R beta-arrestin complementation, luminescence; percent of melanotan II response, DMSO zero | activation, % at 8.9 µM | hit rate 0.98% among 360,000;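 active = activation above a per-plate cutoff, the mean activation of sample wells on that plate plus 3 SD, cut at about 8% in these data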
Target sequence (P32245 whole entry, looked up): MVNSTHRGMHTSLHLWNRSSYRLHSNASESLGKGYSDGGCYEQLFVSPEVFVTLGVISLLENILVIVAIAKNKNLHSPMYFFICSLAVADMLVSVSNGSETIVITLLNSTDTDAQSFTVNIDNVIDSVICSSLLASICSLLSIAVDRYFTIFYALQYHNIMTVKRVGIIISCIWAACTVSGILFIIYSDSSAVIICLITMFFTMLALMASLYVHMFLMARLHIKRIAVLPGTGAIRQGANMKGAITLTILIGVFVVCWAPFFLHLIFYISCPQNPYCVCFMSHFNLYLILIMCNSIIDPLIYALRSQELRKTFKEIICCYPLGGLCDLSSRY
CaV13 ICDI inh – Disruptors of the CACNA1D IQ motif to Ca2+-dependent inactivation inhibitor domain association, primary screening, Förster resonance energy transfer in intact living …; AID 743397; HEK cells, CFP/YFP FRET ICDI-IQ, plate reader, 10 min; percent FRET-ratio fall versus neutral wells; inhibition, % at 12.3 µM; hit rate 0.098% among 340,000;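 active = mean replicate inhibition of at least 30% and at least 1% of replicates passing that level; inconclusive = only one of the two criteria is met; inactive = neither criterion is met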;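 note: 0% = median of the neutral control wells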
ABCB6 inh 2 – human ABCB6 transporter inhibition; fluorescence ratio to DMSO, % at 10 µM; AID 602162; hit rate 0.19% among 360,000; K562-ABCB6 porphyrin accumulation, flow cytometry, 1 h; hits give low values; Q9NP58;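 active = fluorescence ratio to DMSO below 75%, the collection mean minus 3 SD; inconclusive = too few cells collected in the well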;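 note: signal is porphyrin accumulated inside mitochondria; 100% equals median channel fluorescence of DMSO control wells; lower ratio means ABCB6 inhibition with less porphyrin fluorescence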
PDI inh – PDI (human) enzyme inhibition; PDI insulin aggregation turbidity, A650, 90 min; AID 588391; P07237; inhibition, % at 10 µM; hit rate 0.052% among 350,000;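 active = mean inhibition across replicates of 30% or more, whatever share of single replicates reach that level; inconclusive = mean inhibition below 30% while every single replicate reaches 30%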;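 note: absorbance from insulin aggregation driven by PDI reduction with DTT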
Target sequence (P07237 whole entry, looked up): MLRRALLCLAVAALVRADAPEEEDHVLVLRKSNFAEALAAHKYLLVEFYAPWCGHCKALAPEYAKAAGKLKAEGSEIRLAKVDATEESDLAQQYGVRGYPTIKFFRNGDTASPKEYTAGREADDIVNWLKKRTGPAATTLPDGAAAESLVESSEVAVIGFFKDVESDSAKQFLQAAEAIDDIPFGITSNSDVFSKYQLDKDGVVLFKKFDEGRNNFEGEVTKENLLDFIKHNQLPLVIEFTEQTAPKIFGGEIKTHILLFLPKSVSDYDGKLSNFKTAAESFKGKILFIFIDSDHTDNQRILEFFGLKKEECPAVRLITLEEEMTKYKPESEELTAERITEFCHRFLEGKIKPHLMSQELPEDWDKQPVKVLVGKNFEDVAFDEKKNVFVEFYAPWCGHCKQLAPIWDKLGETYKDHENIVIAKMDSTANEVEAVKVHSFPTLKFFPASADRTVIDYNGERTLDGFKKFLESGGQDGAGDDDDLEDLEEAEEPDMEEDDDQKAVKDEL
MC4R antagonist – blocks human MC4R cAMP signaling. P32245. hit rate 0.48% among 360,000. AID 540295. MC4R-expressing cells, MTII-stimulated cAMP, LANCE TR-FRET. inhibition, % at 6.5 µM;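 active = inhibition above its plate's cutoff, the mean of tested wells on that plate plus 3 SD, cut at about 29% in these data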;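 note: 0% = Melanotan II alone and 100% = Melanotan II plus saturating MCL0020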
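System: U2OS cells stably expressing human melanocortin 4 receptor (MC4R). Reagent: Melanotan II challenge after compound preincubation. Doses: 6.5 µM. Times: 30-min compound, 1-h challenge, 1-h detection, room temperature. Measured by: TR-FRET with Eu-cAMP and labeled anti-cAMP, 671 nm. Replicates: singlicate.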
aDG glyco up – increases alpha dystroglycan glycosylation; Pro5-aDG cells, alpha-DG glycosylation AlphaScreen (IIH6); 0% Pro5, 100% B10-LARGE cell signal; hit rate 0.22% among 360,000; activation, % at 10 µM; AID 624168;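 active = activation of at least 8% versus controls, or a plate z-score of at least 8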;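 note: Pro5 are CHO cells carrying HIG-tagged alpha-DG that lacks glycosylation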
N-glyco inh – N-linked glycosylation inhibition; reporter increase, % at 12.5 µM; hit rate 0.23% among 360,000; AID 588692; D54 ERlucT glycosylation luciferase reporter, 24 h; percent of 100 nM tunicamycin response;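 active = mean luciferase reporter signal, scaled so untreated is 0 and the glycosylation-blocking control 100, at or above a set limit in every replicate; inconclusive = mean reaches the limit but not every replicate does; inactive = mean below the limit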;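 note: luciferase carries N-glycosylation sites so blocking glycosylation raises the light; 0% = median of neutral control wells and 100% = median of 100 nM tunicamycin wells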
HTR2A ag – activates the mouse 5-HT2A serotonin receptor; hit rate 0.66% among 360,000; CHO-K1 mHTR2A beta-arrestin complementation, luminescence; percent of 30 µM serotonin response; activation, % at 7.6 µM; AID 624169; P35363;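 active = activation above a run cutoff, the mean activation of all tested compounds plus 3 SD, cut at about 14% in these data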;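 note: 0% = plate median of compound wells and 100% = 30 µM serotonin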
* marks the source's active call; other numbers are inactive results; i = inactive; ? = inconclusive; . = not tested or not shown.

SMILES	Vif imaging	H9c2 protect	MC4R ag barr	CaV13 ICDI inh	ABCB6 inh 2	PDI inh	MC4R antagonist	aDG glyco up	N-glyco inh	HTR2A ag
CCc1ccc(OCC(=O)Nc2ccncc2)c(Br)c1	-3.3	-14.8	-1.1	-1.9	97.0	-1.8	10.7	0.1	22.8	4.9
CN(C)CCn1c2ccccc2c2nc3ccc([N+](=O)[O-])cc3cc21	0.0	-17.3	8.3*	-0.2	100.0	9.5	-6.9	-0.3	11.8	-7.9
O=S1(=O)CCC(n2nccc2-c2ccccc2)C1 (centres undefined)	6.2	5.4	-1.0	-4.3	99.0	2.9	18.2	0.0	-0.8	-1.7
COc1ccc(-c2nc(CS(=O)CC(=O)NCc3ccc(Cl)cc3)c(C)o2)cc1OC (centres undefined)	-3.7	5.0	-0.9	-1.9	101.0	10.5	18.5	0.1	7.0	-1.4
Cc1cccc(NC(=O)CN(CC2CCCO2)C(=O)c2cc(S(=O)(=O)N(C)C)ccc2F)c1C (centres undefined)	6.0	3.6	-1.5	-12.0	97.0	-0.2	3.1	0.1	-0.6	-1.0
CCOC(=O)C1C(=O)NC(N2CCN(Cc3ccccc3)CC2)=NC1c1ccco1 (centres undefined)	0.8	0.7	1.2	-5.8	100.0	-4.0	5.6	0.1	0.6	0.2
COc1ccc(-n2c(COc3cccc(C)c3)nnc2SCC(=O)NCc2ccco2)cc1	-4.9	1.8	0.4	.	101.0	-4.6	12.0	0.1	-0.3	-5.0
COCCCNC(=O)c1ccc(N2CCCC2)c(NS(=O)(=O)c2ccc(C)cc2)c1	6.6	1.4	-2.6	-4.4	96.0	8.3	2.5	-0.1	3.8	-6.3
CSc1sccc1/C=N/NC(=O)c1ccncc1	-9.8	-0.1	-1.0	-3.0	101.0	9.0	3.2	-0.2	2.6	2.1
CC(=O)Nc1ccc(Nc2nnc(-c3ccc(C)c(S(=O)(=O)NCC4CCCO4)c3)c3ccccc23)cc1 (centres undefined)	10.2	8.5	0.5	-7.7	97.0	-0.3	5.4	0.0	-0.4	1.0
Cc1cccc(C)c1NC(=O)C1c2ccccc2Oc2ccccc21	4.8	5.7	2.1	-4.5	109.0	-21.6	4.1	0.4	-0.5	0.0
Cn1c(CCN2CCCC2)nc2cc(NC(=O)COc3ccc(Cl)cc3)ccc21	2.0	-2.9	1.6	-4.2	104.0	-3.6	2.2	0.4	-5.2	-8.6
O=C(NCCc1c[nH]c2ccccc12)C(F)(F)F	-2.3	-1.5	-0.5	-3.4	93.0	5.7	1.6	-0.1	-0.8	-1.8
CNC(=O)/C(C#N)=C/c1c(N2CC(C)OC(C)C2)nc2ccccn2c1=O (centres undefined)	-2.0	6.0	-0.9	-14.6	107.0	19.9	-1.2	0.1	3.5	5.4
CC(C)(C)SCCNC(=O)/C=C/c1ccccc1	-0.9	-3.2	3.3	0.3	99.0	-2.2	21.5	-0.1	0.5	-0.7
O=C(Nc1ccccc1)Nc1nc(-c2ccc(Cl)cc2)cs1	-1.1	-1.3	1.6	-5.0	99.0	-3.6	0.0	-0.3	-0.1	-2.4
O=C1CN(C(=O)CSc2nnc(C3CC3)n2-c2ccccc2)c2ccccc2N1	-2.6	17.6	-1.1	-4.3	101.0	16.4	0.2	-0.1	-2.7	-4.3
COc1ccc(Cl)cc1NC(=O)CN(C)C(=O)c1ccc(COc2ccccc2)cc1	-9.8	-0.2	0.5	-17.0	93.0	-4.4	-3.3	3.8	-2.0	-1.9
CC1=C/C(=C\c2ccc(Br)o2)C(=O)O1	1.7	0.9	-0.8	-5.3	94.0	2.1	-2.4	0.1	3.8	0.2
COC(=O)c1c(NC(=O)CN(C)CC(=O)Nc2ccc(C)cc2)sc2c1CCC(C)C2 (centres undefined)	-7.2	-15.0	-3.2	-5.2	92.0	5.2	10.4	0.3	-7.1	0.7
O=C(Cc1ccc(Cl)cc1)NCC(=O)N1CCC2(CC1)NCCc1[nH]cnc12	-5.4	10.6	1.4	-5.6	93.0	-3.0	10.9	-0.2	1.9	10.2
COc1ccc(CCNCc2cc3ccc(C)cc3[nH]c2=O)cc1OC	0.9	-13.1	-1.7	-4.3	95.0	-1.9	4.3	0.4	-2.3	0.6
COc1ccccc1N1CCN(C(=O)c2ccccc2SCC(=O)N2CCCC2)CC1	1.0	7.2	2.4	-5.2	96.0	20.9	4.3	-0.2	0.0	-2.1
C=CCn1c(=O)c(C(=O)Nc2ccccc2S(N)(=O)=O)c(O)c2ccccc21	-4.5	-4.6	-1.6	-8.1	97.0	-3.1	-4.6	0.0	0.0	0.9
COc1ccccc1C(=O)Nc1cccc(C(=O)N2CCOCC2)c1	6.6	1.4	-0.7	-3.4	98.0	6.8	-6.5	0.0	3.5	2.7
CCCCNC(=O)C1=C(N)C(C(=O)Nc2ccc(C)c(S(=O)(=O)N3CCCCC3)c2)SC1=Nc1ccc(C)cc1C (centres undefined)	-5.9	-5.1	-0.8	-4.9	100.0	-7.1	-2.0	-0.2	-0.3	5.5
Cc1onc(-c2c(F)cccc2Cl)c1C(=O)NCCO	6.6	1.9	-2.3	-6.2	101.0	4.6	-6.3	-0.4	-0.6	7.9
CCOC(=O)c1ccc(NC(=O)C2C3CCC(C3)C2C(=O)O)cc1 (centres undefined)	-2.0	5.4	1.6	-12.6	84.0	-1.5	18.7	-0.1	-2.1	2.8
Cc1cc([N+](=O)[O-])nn1CC(=O)Nc1nc2ccccc2s1	4.5	-0.3	-1.3	-6.8	92.0	13.4	-0.7	0.0	-0.1	1.1
CCn1cc(CNC(=O)CSc2nc(-c3ccc(OC)c(OC)c3)cc(C(F)(F)F)n2)c(C)n1	.	2.3	1.1	-4.6	99.0	0.3	4.5	0.1	4.4	1.6
COc1cccc(-c2nc(CS(=O)CC(=O)NC(C)CCc3ccccc3)c(C)o2)c1 (centres undefined)	0.2	4.9	0.6	-2.4	96.0	16.0	9.7	0.0	1.0	11.6
Cc1cc(O)c(/C=N/Nc2ccc(F)cc2)c(=O)o1	-3.9	1.1	0.3	-2.6	105.0	-2.7	-6.5	-0.3	3.0	4.3
COC(=O)c1c(C)noc1-c1ccc(Cl)cc1	-4.9	2.9	-0.5	-4.5	98.0	-58.4	2.4	0.1	-2.8	5.3
COc1cccc(-n2ccnc2SCC(=O)Nc2cc(OC)ccc2OC)c1	8.3	-14.9	1.2	.	97.0	?	5.1	0.5	-2.0	-0.9
CCOC(=O)C1(CCOc2ccccc2)CCN(Cc2cnc(C)[nH]2)CC1	-4.5	-5.4	-0.5	-5.3	93.0	-1.3	-0.6	0.0	-3.0	-7.5
CCC(=O)c1c[nH]c(C(=O)NCCc2ccccn2)c1	-6.7	-5.0	-1.3	-4.2	99.0	10.8	1.6	-0.3	1.1	0.3
Cn1c(=O)[nH]c(=O)c2c1nc(Br)n2Cc1ccc(Cl)cc1	-3.0	6.1	-0.4	-13.5	98.0	-1.8	-25.0	0.4	5.1	-3.7
Cc1ccc(/C=C/S(=O)(=O)NCC(=O)OCC(=O)N2CC(=O)Nc3ccccc32)cc1	-3.4	-2.5	0.0	-13.0	97.0	3.9	8.9	0.0	2.0	1.9
CCn1c(SCC(=O)N/N=C/c2cccs2)nc2ccccc21	7.5	1.2	-0.8	-18.4	104.0	9.2	-2.7	-0.4	0.1	-0.7
CCOc1ncccc1C(=O)NCc1ccc(OC)cc1	-10.1	0.9	-1.5	.	99.0	14.0	-0.1	2.1	19.2	2.3
CCOC(=O)c1c(C)n(C)c2ccc(OCC(O)CN(CC)CC)cc12 (centres undefined)	.	1.8	-0.5	-6.7	97.0	-3.5	-0.9	0.2	0.6	-1.9
Cc1noc(C)c1-c1ccc(C(=O)Nc2cccc(NS(C)(=O)=O)c2)c2occc12	-10.9	11.9	0.1	-4.6	99.0	-61.6	15.3	-0.5	15.0	-2.4
Cc1cc(OCC(=O)Nc2ccccc2N2CCCCC2)ccc1C(C)C	-9.3	-18.3	-3.6	-5.9	100.0	-1.2	10.3	0.1	-14.7	7.9
COc1cc2c(CCNC(C)=O)c[nH]c2cc1O	0.2	-5.9	-0.6	-5.3	i	0.3	5.6	-0.2	3.3	0.5
CCSc1cc(N2CCCC2)nc(-c2ccc(C)cc2)n1	4.3	-10.5	-2.2	-7.7	103.0	-3.0	11.0	0.2	0.6	3.6
S=C1NCCc2ccccc2C1c1ccccc1 (centres undefined)	-1.6	-15.2	-1.9	1.2	89.0	-5.4	10.1	0.9	-3.8	-4.7
CC(=O)Nc1cc(C(=O)N2CCc3ccccc3C2)ccc1Sc1ccc(Cl)cc1	-5.0	0.6	0.2	-5.5	101.0	-1.8	-4.1	0.0	0.0	-3.7
COc1ccc(C(=O)N2CCN(Cc3ccc4c(c3)OCO4)CC2)cc1OC	-1.1	-2.7	0.3	-4.5	89.0	-1.2	-2.0	-0.1	-3.6	-3.2
COc1ccc(NC(=O)CCS(=O)(=O)c2cccc3nonc23)cc1	-1.8	4.9	1.3	-6.5	98.0	6.2	-0.2	-0.1	-0.4	8.7
O=C(c1ccc(Cl)c(Cl)c1)N1CCC(=O)N(C(COCc2cccc(C(F)(F)F)c2)Cc2ccccc2)CC1 (centres undefined)	17.5	0.8	3.0	-7.8	91.0	-17.9	11.1	3.0	2.1	6.4
COC(=O)NNC(=O)COc1ccc(Cl)cc1	-7.2	-6.1	-1.0	-6.8	100.0	-11.5	-0.2	0.0	1.2	4.5
COc1ccc(N2C(=O)C3C4C=CC(C4)C3C2=O)nn1 (centres undefined)	8.4	2.6	-1.7	-5.5	98.0	-0.6	0.7	0.0	1.4	1.0
CCCCCn1c(CNC(=O)CC)nc2ccccc21	2.2	-0.4	-0.8	-2.8	95.0	.	4.8	0.0	3.0	-5.2
COc1cc2c(cc1OC)CN(S(C)(=O)=O)CC2	-1.3	-9.5	-0.8	-6.3	101.0	1.9	2.9	-0.1	-0.7	-4.4
COc1ccc(C2Nc3ccccc3C(=O)N2NS(=O)(=O)c2ccc(C)cc2)cc1 (centres undefined)	-0.6	-8.3	-1.3	-4.3	100.0	-2.1	6.4	0.1	0.0	3.9
CN1C(=O)Cc2cc(S(=O)(=O)N3CCOCC3)ccc21	15.4	1.2	1.6	-4.5	92.0	-1.1	15.6	0.1	1.0	1.2
O=C(O)CNC(=S)N(Cc1ccc(F)cc1)C1CCCCC1	-2.7	-4.4	-0.8	1.1	101.0	2.8	7.8	0.0	0.3	6.1
